DUSP3 inh: DUSP3 (human) phosphatase inhibition | recombinant VHR phosphatase, pNPP absorbance | 290,000 compounds, 0.52% hits | P51452 | inhibition, % at 13.3 µM; in the data active means inhibition above about 50%; further: some compounds called inactive have numbers as strong as hits
PriA SSB inh: K. pneumoniae PriA-SSBct interaction inhibition; inhibition, % at 33 µM; AID 1272365; 430,000 compounds, 0.6% hits; AlphaScreen SSBct-PriA binding, biotinylated peptide; in the data active means inhibition mostly above about 37%, no sharp cut-off; inactive means mostly below about 20%;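 further: plate controls were negative control peptide for no effect and reference peptide for full effect; strong numbers were not always called active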
PfHsp40 rescue: compounds rescuing yeast from Plasmodium falciparum HSP40 toxicity. 340,000 compounds, 0.68% hits. S. cerevisiae expressing PfHsp40, growth rescue, ATP luminescence. AID 504582. growth rescue, % at 12.5 µM; in the data active means growth rescue above about 28%, passing the limit was not always enough;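 further: yeast W303a lacking pdr1 and pdr3 grown in galactose medium; growth measured after three days at 30 °C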
BoNT A protease: inhibitors of Botulinum neurotoxin A light chain protease; multiplex microsphere protease substrate cleavage, flow cytometry; inhibition, % at 10 µM; 360,000 compounds, 0.17% hits; AID 588499; further: plate controls were buffer without enzyme for full effect and enzyme alone for no effect
Anthrax LF prot: anthrax lethal factor protease inhibition. P15917. multiplex microsphere protease cleavage assay, LF. inhibition, % at 10 µM. 360,000 compounds, 0.12% hits. AID 588501; further: plate controls were buffer without enzyme for full effect and enzyme alone for no effect
Target sequence (P15917 whole entry, looked up): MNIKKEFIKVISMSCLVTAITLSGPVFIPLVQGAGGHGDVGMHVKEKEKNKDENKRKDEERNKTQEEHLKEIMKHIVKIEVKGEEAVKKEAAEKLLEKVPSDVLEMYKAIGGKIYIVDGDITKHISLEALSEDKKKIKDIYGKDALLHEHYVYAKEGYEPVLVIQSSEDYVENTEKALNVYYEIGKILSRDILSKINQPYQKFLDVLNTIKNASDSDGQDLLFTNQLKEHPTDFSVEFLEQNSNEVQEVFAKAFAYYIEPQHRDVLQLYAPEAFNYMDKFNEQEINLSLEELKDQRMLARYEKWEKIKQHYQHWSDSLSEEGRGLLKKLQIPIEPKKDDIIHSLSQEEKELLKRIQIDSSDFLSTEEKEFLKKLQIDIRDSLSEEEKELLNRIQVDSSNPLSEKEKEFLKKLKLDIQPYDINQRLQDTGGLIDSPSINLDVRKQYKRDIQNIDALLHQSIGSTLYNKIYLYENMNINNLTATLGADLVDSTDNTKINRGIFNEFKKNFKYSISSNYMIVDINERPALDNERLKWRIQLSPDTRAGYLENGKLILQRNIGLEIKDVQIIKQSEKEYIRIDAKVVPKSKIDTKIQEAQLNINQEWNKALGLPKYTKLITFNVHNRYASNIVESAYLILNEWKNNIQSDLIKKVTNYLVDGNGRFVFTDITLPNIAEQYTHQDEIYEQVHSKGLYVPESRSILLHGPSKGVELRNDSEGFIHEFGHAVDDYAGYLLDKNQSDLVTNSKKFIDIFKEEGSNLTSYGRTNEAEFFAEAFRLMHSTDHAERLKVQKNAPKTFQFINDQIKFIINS
Vc quorum ag: quorum light induction in luxS cqsA deficient V. cholerae; V. cholerae BH1578 lux reporter, luminescence, 6 h; activation, % at 18.7 µM; 350,000 compounds, 0.16% hits; in the data active means activation mostly above about 9.7%, no sharp cut-off; further: not every result past the cut was called active; inactives centre near 0; reference of the scale not given here
3CLpro inhibitor: SARS-CoV 3CLpro protease inhibition; recombinant SARS-CoV 3CLpro, quenched FRET peptide cleavage; inhibition, % at 6 µM; 290,000 compounds, 0.14% hits; AID 1706; in the data active means inhibition above about 12%
Y pestis TopoI: blocks Yersinia pestis topoisomerase I activity. Y. pestis Topo-I cleavage product accumulation, plate reader. 360,000 compounds, 0.064% hits. activity, % at 10 µM; in the data active means activity above about 50%, passing the limit was not always enough; further: inactives centre near 2
CCHF vOTU inh: blocks the CCHF virus ovarian tumor domain protease; 370,000 compounds, 0.55% hits; inhibition, % at 11.5 µM; CCHFV vOTU protease, Pep-AMC fluorescence; in the data active means inhibition above about 30%; further: 0% = vehicle wells with enzyme and 100% = no enzyme wells
TcdB GH inh: blocks C. difficile toxin B glycohydrolase activity; P18177; TcdB glycohydrolase enzymatic assay, plate reader; inhibition, % at 9.99 µM; 350,000 compounds, 0.24% hits; AID 652162; in the data active means inhibition above about 10%
An asterisk follows results filed as active; i = inactive; nt = not tested or not shown; & = joins results of further samples. Unless noted, no stated cut-off is given here; in the data, active means inhibition above about 30%; inconclusive means no clear call, values can overlap the other calls; inactive means below that. A portion of the library (hit frequency here may not be typical).

molecule	DUSP3 inh	PriA SSB inh	PfHsp40 rescue	BoNT A protease	Anthrax LF prot	Vc quorum ag	3CLpro inhibitor	Y pestis TopoI	CCHF vOTU inh	TcdB GH inh
CCOc1ccc(N2C(=O)CC(N(Cc3ccco3)C(=O)CCC(=O)O)C2=O)cc1 (stereo not drawn)	0	8	-0.2	-0.3	1	i	-2	3	4	1.8
COc1ccccc1Nc1ccncc1[N+](=O)[O-]	13	7	1.0	-0.3	0	-0.5	4	-1	10	-0.3
CNC(=O)c1ccc(CNC(=O)OCc2ccccc2)cc1	32	-15	-0.9	0.1	-1	1.5	2	6	13	1.6
CCc1c(C)[nH]n(-c2nc(-c3cccc([N+](=O)[O-])c3)cs2)c1=O	24	3	2.4	0.4	-2	-0.4	2	-5	-3	0.2
Cc1cccc(N(CC(=O)N2CCc3ccccc3C2)S(C)(=O)=O)c1C	18	-3	-0.2	-3.5	-2	-0.3	3	-12	1	-0.6
Cc1ccc(OCCNC(=O)CCNS(=O)(=O)c2ccc(Br)cc2)cc1	nt	0	2.5	2.8	-2	-2.9	nt	3	-6	1.4
COc1cc2[nH]c(=S)nc(NCc3ccc(C)cc3)c2cc1OC	-3	-8	-0.9	-1.1	-11	-1.0	1	-2	-9	0.2
O=[N+]([O-])c1ccc(-c2cn(-c3ccccc3)c(=S)[nH]2)cc1	13	0	-2.4	2.2	-4	-0.5	4	-3	-13	nt
C=CCNc1cc(=O)n(Cc2ccccc2)c(=O)[nH]1	nt	-2	-0.3	0.3	-13	-0.3	nt	-2	-5	1.0
O=C(N/N=C/c1ccc2c(c1)OCO2)C(=O)N1CCCC1	18	nt	-1.1	0.2	0	-0.2	2	-1	-2	0.3
O=C(N/N=C/C=C/c1ccco1)c1cccnc1	29	nt	2.1	-1.2	-4	-0.3	0	0	5	nt
Cc1ccccc1OCCCC(=O)Nc1nncs1	-7	-5	0.2	0.8	4	-0.5	-2	-2	9	-0.2
O=C(Nc1ccccc1)OC1CC2CC1C1CCCC21 (stereo not drawn)	22	-23	1.2	-0.3	0	i	-4	12	2	3.9
O=C(Cc1ccccc1)Nc1ccccc1C(=O)Nc1ccccc1	8	-6	0.1	-0.9	-7	i	-1	-6	-3	1.2
C[C@@H]1CN([C@H](C)CO)C(=O)CCCn2nncc2CO[C@@H]1CN(C)S(=O)(=O)c1ccc(Cl)cc1	nt	nt	nt	-0.2	0	i	nt	8	8	0.3&1.1&-1.3
CC1(C)CC2CC(C)(CN2C(=O)c2cc(-c3ccccc3)on2)C1 (stereo not drawn)	-70	1	0.5	3.6	0	-0.5	3	38	-3	1.7
C=CCn1nc(C(=O)N2CCOCC2)cc1-c1sc(NC(=O)c2ccccc2)nc1C	nt	nt	nt	0.2	-4	-0.5	nt	10	8	0.1
Cc1nc(Cc2nnc(SCC(=O)N3c4ccccc4NC(=O)C3(C)C)o2)cs1	nt	nt	nt	-0.4	6	-4.5	nt	9	-6	1.6
COc1ccc(C)cc1N1CC(C(=O)Nc2ccccc2N2CCCCC2)CC1=O (stereo not drawn)	nt	10	-0.3	-0.2	-2	-0.4	nt	12	13	-2.6
COc1ccc(C2CC(C(F)(F)F)n3nc(C(=O)Nc4ccc5c(c4)OCO5)cc3N2)cc1 (stereo not drawn)	19	1	-1.0	0.2	2	0.4	3	7	19	nt
CC(=O)Nc1ccc(S(=O)(=O)N[C@@H](C)C(=O)N2CCN(c3ccccn3)CC2)cc1	nt	-8	-0.1	-0.7	-1	-0.3	nt	1	0	0.9
O=C(CSc1cccc[n+]1[O-])Nc1ccccc1C(F)(F)F	nt	-1	-1.2	-0.7	5	-3.8	nt	2	-5	0.8
CC(=O)c1ccccc1NC(=O)COC(=O)/C=C/c1ccc(C)o1	-6	-2	-0.3	-1.3	0	3.0	2	12	9	6.1
CCC1CCCCN1CC(C)(C)NS(=O)(=O)c1ccccc1 (stereo not drawn)	-24	2	-0.1	-0.1	-2	-0.6	-5	-1	-8	1.5
O=C1C2C3C=CC(C3=C3CCCCC3)C2C(=O)N1c1ccccc1 (stereo not drawn)	-2	-12	1.6	0.2	2	i	-1	1	5	nt
NC(=O)CN1CCN(CCN2C(=O)c3cccc4cccc(c34)C2=O)CC1	11	-21	0.8	2.2	-2	-0.3	-2	-2	6	1.1
CCn1cc(Cl)c(C(=O)N2N=C3/C(=C/c4cccs4)CCCC3C2c2cccs2)n1 (stereo not drawn)	22	-2	0.6	-0.2	0	i	-3	17	-1	nt
Cc1ccccc1-c1ccc2c(c1)CNCc1cnnn1-2	nt	nt	nt	-1.1	2	nt	nt	nt	-1	0.7
CCOc1ccc(NC(=O)c2cc(C)nc3ccccc23)cc1	9	-5	0.7	-0.1	-1	i	-5	-3	-12	-0.3
Cc1sc(NC(=O)c2ccco2)c(CN2CCN(c3ccccc3)CC2)c1C	4	-16	1.9	-0.4	-5	-3.0	1	7	1	nt
COc1ccc(C(c2nnnn2-c2ccc3c(c2)OCCO3)N2CCN(C/C=C/c3ccccc3)CC2)cc1 (stereo not drawn)	nt	nt	nt	-0.8	0	nt	nt	nt	-3	1.1
CCOC(=O)c1c(C)nc2ncccn12	-17	5	-1.3	0.0	-3	nt	-1	4	-15	nt
CC(C)OCCCNC(=O)c1ccc(NC(=O)C2=CSCCO2)cc1	14	-5	0.4	-0.9	-1	-0.3	2	9	3	0.5
Cc1ccc(NC(=O)c2nnn(CC(=O)Nc3ccccc3)c2N)cc1C	10	19	0.4	0.1	-5	-0.3	-1	-11	9	nt
Cc1c(C(=O)N2CCN(C(=O)c3ccccc3)CC2)oc2ccc(F)cc12	nt	2	-0.4	-0.3	-1	-1.6	nt	4	-5	0.9
Nc1nc(CSc2nc3ccccc3[nH]2)cs1	32	-10	0.1	2.4	4	-0.4	-3	-3	6	nt
COc1ccc(S(=O)(=O)N2CCOCC2)cc1NC(=O)Cc1coc2cc(C)ccc12	nt	-3	0.1	0.1	2	i	nt	12	6	1.1
CN1C(=O)C(Cc2cnc[nH]2)NC1=S (stereo not drawn)	24	-11	nt	3.0	-22	-0.8	1	4	13	1.4
CCOc1ccc(NC(=S)NC(=O)c2cncc(Br)c2)cc1	nt	-1	-0.2	-1.8	-3	-0.9	nt	1	2	1.0
CC(C)NC(=O)C1(C)CCN1Cc1ccc(C(F)(F)F)cc1 (stereo not drawn)	nt	nt	nt	-0.7	-2	-1.2	nt	-2	-1	0.5
O=C(c1ccccc1)c1nn(-c2ccccc2)c(=O)cc1C(F)(F)F	0	5	0.1	1.2	2	-1.0	2	-4	-2	nt
COn1cnnc1-c1ccccc1	6	-17	-1.1	-1.0	-7	-0.7	-5	4	6	nt
COc1ccc(C(=O)NCc2nc(C)c(C)s2)cc1OC1CCN(C(C)C)CC1	20	-17	0.0	0.6	-1	-0.8	2	7	2	-1.2
O=C(CSc1ncnc2sccc12)Nc1ccccc1F	24	-2	-0.4	0.8	-2	-0.2	2	15	-13	1.3
CSCC(=O)N1CCC(CCC(=O)NC2CC2)CC1	18	-7	-0.7	1.4	2	-0.5	-1	-3	3	-6.6
CC(C)c1nnc(NC(=O)CSc2nc3ccccc3s2)s1	8	-12	0.1	3.9	-12	-4.2	2	21	4	nt
CCN(CC)C(=O)c1sc(NC(=O)c2cccc([N+](=O)[O-])c2)c(C#N)c1C	-2	-5	-0.3	0.4	-1	-0.4	2	0	3	-1.2
O=C(NCCc1ccccn1)c1ccc(OC2CCN(CCc3ccccc3)CC2)cc1	13	-5	1.2	1.8	-2	-0.4	1	16	-10	-1.1
Cc1ccc(N(Cc2cc(=O)[nH]c3ccccc23)C(=O)c2ccco2)cc1	18	-1	0.6	-1.3	-3	i	0	3	2	nt
COc1ccc(-n2cnc3scc(-c4ccccc4)c3c2=O)cc1	10	-8	-0.5	0.3	2	1.2	-1	1	5	1.0
CCOc1ccc(N(CC(=O)Nc2cc(Cl)ccc2C)S(C)(=O)=O)cc1	16	-2	-0.1	5.3	-5	i	1	15	-9	0.3
O=C(NCc1cccs1)Nc1cc(Cl)ccc1Cl	-21	-12	-0.9	-0.2	-2	-0.2	5	6	0	0.8
CCOc1ccc(OCC(=O)Nc2cc3c(cc2C(=O)O)OCCCO3)cc1	12	-16	0.4	-0.6	0	i	1	4	8	0.9
c1ccc(COc2ccc(-c3csnn3)cc2)cc1	4	2	0.4	0.5	-3	i	8	7	nt	nt
O=C(NCC(c1ccco1)N1CCCC1)c1ccc(Cl)cc1 (stereo not drawn)	6	-16	1.0	nt	nt	i	3	5	1	nt
O=C(NNS(=O)(=O)c1ccc(Br)cc1)c1cccs1	6	0	-0.3	-0.4	2	0.5	3	-1	-6	-5.5

Next part
molecule	DUSP3 inh	PriA SSB inh	PfHsp40 rescue	BoNT A protease	Anthrax LF prot	Vc quorum ag	3CLpro inhibitor	Y pestis TopoI	CCHF vOTU inh	TcdB GH inh
Cc1ccccc1COC(=O)c1cc([N+](=O)[O-])ccc1N1CCOCC1	11	-3	10	3.0	2	i	-2	0	18	0.1
COC(=O)c1cc(C(=O)NNC(=O)c2ccc3c(c2)OCO3)cc([N+](=O)[O-])c1	nt	-6	0.7	-0.5	-3	-0.5	nt	-5	-1	0.6
CCCCc1ccc(CC(=O)O)cc1	23	-6	0.6	-0.7	3	-1.5	-2	0	0	nt
COc1ccc(-c2nnc(N3CCCCC3)c3ccccc23)cc1	18	5	0.7	0.7	0	-0.3	1	-8	nt	nt
CC1CCCCN1CCCNC(=O)Cn1c(=O)c2cccn2c2ccccc21 (stereo not drawn)	78	1	-1.0	-13	0	-0.3	-3	-3	-6	1.5
Cc1onc(-c2ccccc2)c1C(=O)NC(C)C	29	-2	-0.8	0.0	-1	-0.2	4	-1	-2	0.9
CC(=O)c1c(N2CCN(c3ccc(F)cc3)CC2)nc(=S)n(Cc2ccccc2)c1C	-11	-5	1.6	9.7	-1	-0.4	2	1	-2	0.4

Screens: PubChem, several laboratories
